Screening data (PubChem BioAssay)
SIAH1 antagonists: blockers of Siah-1 interaction with plectin peptide – biochemical, fluorescence polarization, rhodamine-plectin, uHTS, primary screen (AID 1817); one-dose displacement, % at 20 µM; IC50 in µM for titrated hits; Siah-1 / rhodamine-plectin peptide fluorescence polarization; higher % means a stronger effect; 290,000 tested, 0.02% active;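 active means displacement of at least 50% at 20 µM, with a fluorescence ratio check between 0.3 and a set limit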;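 further: plate controls were Siah plus tracer with DMSO for no effect and tracer alone without Siah for full effect; strong numbers were not always called active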
UTI89 phage lysis: inhibition of K1F phage lysis, E. coli UTI89, bacterial capsule biogenesis inhibitors, alamar blue (AID 488966); E. coli UTI89 K1F phage lysis, alamar blue, 2 h; higher % means a stronger effect; inhibition, % at 100 µM, or IC50 in µM where a hit was titrated; 340,000 tested, 0.02% active;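 active means phage lysis inhibition, versus mean bacterial control, above a set limit; inconclusive means no clear call, values can overlap the other calls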;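 further: capsule biogenesis inhibitors block K1F phage lysis so surviving cells raise fluorescence; higher fluorescence means more inhibition of phage lysis; actives were called in the ten point dose series up to 300 µM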
SV40 large T antigen: SV40 large T antigen inhibitors, biochemical (AID 1903); SV40 large T antigen ATPase/helicase inhibition assay; higher % means a stronger effect; one-dose inhibition, % at 20 µM; IC50 in µM for titrated hits; 310,000 tested, 0.39% active; in the data active means a potency from the dose series; inconclusive means inhibition mostly from about 32% at the one dose, without a potency; inactive means the rest, 99 in 100 with inhibition below about 32%; further: strong numbers were not always called active
NTR1 ag: NTR1-driven beta-arrestin-GFP spot formation – imaging, U2OS cells, high content, primary screen (AID 493036); P30989; agonist mode; 330,000 tested, 0.17% active; activation, % at 20 µM;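 active means activation at or above 40% of the spot to cytoplasm intensity ratio, with at least 20 cells analyzed; inconclusive means wells under 20 cells, flagged as cytotoxic or low count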;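 further: 0% = DMSO without peptide and 100% = 100 nM NTR1 peptide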
Target sequence (P30989 whole entry, looked up): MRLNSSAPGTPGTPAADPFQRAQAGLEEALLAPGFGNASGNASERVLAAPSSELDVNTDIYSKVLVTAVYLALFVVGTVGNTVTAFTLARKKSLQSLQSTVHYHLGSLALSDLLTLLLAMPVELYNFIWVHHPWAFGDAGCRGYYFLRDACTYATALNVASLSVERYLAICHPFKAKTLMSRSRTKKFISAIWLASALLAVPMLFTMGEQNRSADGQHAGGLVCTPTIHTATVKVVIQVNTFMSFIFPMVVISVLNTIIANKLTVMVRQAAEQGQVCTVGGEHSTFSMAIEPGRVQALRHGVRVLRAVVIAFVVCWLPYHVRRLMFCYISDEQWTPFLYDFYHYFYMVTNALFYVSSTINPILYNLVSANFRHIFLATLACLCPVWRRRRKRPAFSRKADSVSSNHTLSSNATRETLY
RSV CPE inhibition: inhibition of RSV-induced cytopathic effect – HEp-2 cells, primary 10 µM value included (AID 2391) | CPE inhibition, % at 10 µM; hits with a dose series show IC50 in µM | 310,000 tested, 0.13% active | HEp-2 cells, RSV-induced CPE inhibition; higher % means a stronger effect; in the data active means a potency from the dose series; inconclusive means CPE inhibition mostly from about 23% at the one dose, without a potency; inactive means the rest, 99 in 100 with CPE inhibition below about 21%; further: strong numbers were not always called active
AID2073: inhibitors of Mint1-CaV2.2 protein interaction, biochemical, HTRF (AID 2073) | HTRF protein-protein interaction, Mint1-CaV2.2; higher % means a stronger effect | inhibition, % at 20 µM, or IC50 in µM where a hit was titrated | 290,000 tested, 0.19% active; in the data active means inhibition mostly above about 51%, no sharp cut-off; inconclusive means no clear call, values can overlap the other calls; inactive means mostly below about 53%; further: some results filed as inactive read as strong as hits
Rac1 GTP hydrolysis: MgcRacGAP GTPase-activating activity inhibitors, confirmation, biochemical, ADP Hunter fluorescence. MgcRacGAP-stimulated Rac1 GTP hydrolysis, ADP Hunter fluorescence; higher % means a stronger effect; GST-tagged Rac1 F28L mutant substrate. one-dose inhibition, % at 30 µM; IC50 in µM for titrated hits. 340,000 tested, 0.6% active. AID 624330;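 active means first-screen hits whose inhibition reached a set limit at any dose in the follow-up dose series; inconclusive means inhibition above the set first-screen limit but never retested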;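 further: fluorescence reports GDP produced by GAP-driven GTP hydrolysis; strong numbers were not always called active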
NS5 inhibitors: flavivirus cap methylation enzyme inhibition – biochemical, confirmation dose response, primary screen (AID 588689). 340,000 tested, 0.3% active. one-dose inhibition, % at 25 µM; IC50 in µM for titrated hits. Dengue-2 NS5 methyltransferase capping enzyme assay, biochemical; higher % means a stronger effect; in the data active means a potency from the dose series; inconclusive means inhibition above about 29% without an active follow-up result
West Nile antiviral: inhibition of WNV-induced cytopathic effect – cell-based, CPE readout (AID 1621); West Nile virus-infected cells, CPE inhibition; higher % means a stronger effect; CPE inhibition, % at 10 µM, or IC50 in µM where a hit was titrated; 290,000 tested, 0.02% active; in the data active means a potency from the dose series; inconclusive means CPE inhibition mostly from about 3.7% at the one dose, without a potency; inactive means the rest, 99 in 100 with CPE inhibition below about 2.2%; further: strong numbers were not always called active
NTR1 ag cell count 20 µM: second read-out of NTR1 ag, no call of its own (marks repeat the call); cell count; measured here: cell count, cytotoxicity flag
NS5 inhibitors pilot replicate: further read-out of NS5 inhibitors, marked with its call; inhibition, %; measured here: pilot screen replicate inhibition
Numbers without * were called inactive; ? = inconclusive; . = no result given; [ ] = another dose, or the depositor's remark. The order is random; 1.6% or so of the library scored in one or more.

SMILES | SIAH1 antagonists | UTI89 phage lysis | SV40 large T antigen | NTR1 ag | NTR1 ag cell count 20 µM | RSV CPE inhibition | AID2073 | Rac1 GTP hydrolysis | NS5 inhibitors | West Nile antiviral | others
CC(=O)Nc1ccc(NC(=O)Cn2cnc3c(nnn3Cc3ccc(F)cc3)c2=O)cc1 | -6% | 0.0% | 7% | -0.6 | 75 | 0.9% | 1% | 1% | -3% | 0.2%
O=C(Nc1cccnc1)c1cccc(S(=O)(=O)N2CCOCC2)c1 | 0% | 5.7% | 20% | 2.2 | 51 | 0.1% | -6% | 9% | -9% | 0.3%
C=C(C)C1Cc2c(C)nn(-c3ccccn3)c2C1 (stereo unspecified) | -8% | 0.8% | -16% | 0.0 | 56 | 2.1% | 2% | 11% | -5% | -0.3%
CC(=O)C1=C(C)NC(SCC(=O)c2ccc(F)cc2)=C(C#N)C1c1ccco1 (stereo unspecified) | -4% | 1.5% | 34% | 10 | 43 | 3.4% | 20% | 8% | 4% | 1.9%
CCOC(=O)CCc1c(C)n[nH]c1C | -8% | 0.1% | 14% | -0.8 | 106 | 1.1% | 1% | 5% | 4% | 0.8%
CCOc1ccc2nc(SC3CC(=O)N(c4ccccc4)C3=O)sc2c1 (stereo unspecified) | 3% | -0.2% | 12% | -2.4 | 46 | 15% | -1% | 8% | -2% | -0.6%
CCOc1ccc(NC(=O)N2CC=C(n3c(=O)[nH]c4ccccc43)CC2)cc1 | -2% | 0.8% | 9% | 0.4 | 42 | 9.2% | -4% | 13% | -10% | 0.2%
CCCC(CCC)=NNc1ccc(S(=O)(=O)Nc2ccccc2OC)cc1[N+](=O)[O-] | -3% | 2.7% | 5% | 6.7 | 43 | 12% | 20% | 7% | -3% | -2.2%
COc1cc2cc(CN(C(=O)Nc3ccccc3)C3CCCC3)c(=O)[nH]c2cc1OC | 2% | -0.7% | 13% | -0.7 | 47 | -0.2% | 10% | -1% | -5% | 0.2%
COc1ccc(CCNC(=O)c2ccc(Br)cc2)cc1 | -2% | -0.5%[50 µM] | 6% | . | . | 4.9% | 4% | 11% | -3% | 0.1%
CCOc1nc(C)ccc1-c1noc(-c2ccncc2)n1 | -3% | 0.7% | 6% | -0.8 | 90 | 2.0% | 18% | 3% | 2% | 0.0%
O=C(CN1CCOc2ccccc21)NCc1ccco1 | -3% | 2.7% | -2% | -1.7 | 49 | 2.7% | 2% | 8% | 3% | -0.1%
O=C(c1ccc2noc(-c3ccccc3)c2c1)N1CCN(c2ccccc2)CC1 | . | 0.5%[50 µM] | . | 2.5 | 65 | . | . | 6% | -4% | .
Cc1ccc(/C=C2/N=C(c3ccccc3)NNC2=O)cc1 | -3% | . | 11% | -0.9 | 60 | 15% | 13% | . | . | -0.5%
COC(=O)c1cn(NC(=O)Cc2ccccc2OC)c(=O)c2ccccc12 | -2% | 0.2% | 10% | 1.2 | 53 | 3.3% | 2% | 5% | 5% | 1.1%
O=[N+]([O-])c1ccc(N=Nc2c(O)[nH]c3ccc(F)cc23)cc1 | -4% | 0.2% | 1% | 11 | 52 | 33% | 25% | 12% | -5% | ?
Cc1occc1-c1nnc(SCCNCCO)o1 | 2% | -0.4% | 3% | -0.9 | 56 | 2.2% | 3% | -7% | 2% | 0.1%
CC(=O)NCC(=O)OCC(=O)c1ccc(Br)cc1 | 4% | 1.6%[50 µM] | 16% | 0.4 | 77 | 1.7% | -2% | 8% | -6% | 0.0%
FC(F)(F)c1cnc(-c2cnc(-c3ccncc3)nc2)c(Cl)c1 | 3% | -0.7% | -6% | -0.2 | 41 | 3.2% | 29% | 6% | 1% | -0.2%
Cc1ccc(NC(=O)CNc2ccc(N3CCOCC3)cc2)cc1S(=O)(=O)N(C)C | 5% | -0.5% | 22% | 3.3 | 33 | 11% | 10% | 7% | 0% | -0.7%
COc1ccc(/C=N/NC(=O)c2cc3c(ccc4ccccc43)o2)c(OC)c1 | -2% | -0.5% | . | 4.4 | 41 | . | 18% | -9% | 1% | -0.8%
Nc1nncn1C(=O)CCCOc1ccccc1 | 3% | -2.2% | -1% | -3.2 | 92 | 0.3% | -3% | 3% | -2% | 0.6%
CCOC(=O)/C=C1\SCC(=O)N1CC(=O)NC(C)C | 1% | 2.5% | 1% | -0.8 | 42 | -0.1% | -3% | 5% | -8% | .
COCC(C)NC(=O)CSc1nc(-c2ccccc2)c(-c2ccccc2)o1 (stereo unspecified) | 7% | -0.8%[50 µM] | 3% | 1.9 | 36 | 9.7% | -4% | 8% | -1% | 0.2%
CCCCC(CC)CNC(=O)CCCCn1c(=O)[nH]c2ccsc2c1=O (stereo unspecified) | 0% | 0.1% | 8% | 3.2 | 57 | 2.9% | -3% | 9% | -5% | -1.0%
O=C1CCCN1c1cccc(Br)c1 | 5% | 0.2% | -1% | -1.9 | 93 | 0.9% | 4% | 3% | -5% | 0.7%
O=C1CC(C2CCCO2)C(=O)N1c1ccccc1 (stereo unspecified) | 7% | 0.8% | 8% | -0.5 | 50 | 1.2% | -6% | 3% | -1% | 0.6%
Cc1c(C(=O)Nc2ccccn2)sc2nc3n(c(=O)c12)CCC3 | 13% | 1.2%[50 µM] | 7% | -0.3 | 68 | 2.0% | 2% | 1% | -2% | -0.7%
COc1ccc(C2(O)CCN(CCCCOc3ccccc3)CC2)cc1 | -5% | 5.2% | 4% | -0.3 | 56 | -1.0% | -3% | 6% | 1% | -0.2%
COc1ccc(NC(=O)CSCC(=O)OCc2cccc(OC)c2OC)cc1 | . | 2.5%[50 µM] | 8% | -0.1 | 71 | -2.3% | . | 2% | -1% | .
COc1cccc(F)c1C(=O)NC(=O)Nc1ccc2nc(C)oc2c1 | -6% | -1.0% | 32% | -0.7 | 57 | 0.5% | 0% | 14% | ? | 0.3%
FC(F)(F)c1cccc(Nc2nc(N3CCOCC3)nc(N3CCOCC3)n2)c1 | 2% | 0.0% | 7% | 2.9 | 66 | 15% | -7% | -9% | -1% | -1.3%
Cc1cnn(-c2ccc3nnc(-c4ccc(Cl)cc4)n3n2)c1 | 4% | 0.6% | 8% | 0.9 | 70 | 0.6% | -27% | 7% | -3% | 0.4%
COCCNC(=O)CN1C(=O)COc2ccc(Cl)cc21 | -1% | -0.3% | 6% | -2.4 | 92 | 0.1% | 1% | 5% | -1% | .
CCCCc1cc(=O)oc2cc(OCC(=O)N[C@@H](Cc3ccccc3)C(=O)O)ccc12 | 11% | 5.4% | 37% | -1.4 | 101 | 0.5% | 6% | 0% | 3% | 0.0%
C#CCN(CC=C)C(=O)CCc1nnc(COc2ccccc2)o1 | 0% | 0.0% | 16% | 1.6 | 80 | 1.8% | -5% | 8% | -1% | 0.6%
CC1(C)Cc2ccccc2C(C(=O)c2ccccc2)=N1 | 4% | 0.2% | 9% | -0.1 | 83 | 2.6% | 2% | 6% | -4% | 0.4%
CC(Oc1ccc(S(=O)(=O)N2CCCC2)cc1[N+](=O)[O-])C(=O)NC1(C#N)CCCCC1 (stereo unspecified) | . | 4.8% | . | 0.5 | 60 | -0.5% | . | 4% | -1% | .
CCn1c(COc2ccccc2C)nnc1SCC(=O)CC(=O)Nc1ccccc1 | 2% | -0.3% | -6% | -0.8 | 76 | ? | -14% | 2% | -1% | 1.2%
O=C(CC(Nc1ccc(F)cc1)C(=O)OCC(=O)c1cccs1)c1ccccc1 (stereo unspecified) | 18% | -0.8%[50 µM] | 1% | . | . | 1.1% | 1% | 9% | -3% | ?
CCC(Sc1nc(=O)cc(N)n1-c1ccccc1)C(=O)Nc1cc(C)on1 (stereo unspecified) | 2% | 1.5%[50 µM] | 2% | 2.0 | 37 | 4.1% | -2% | 14% | 6% | 0.1%
Cc1cc(-n2c(=O)c(C#N)cc3c(=O)n4cccc(C)c4nc32)no1 | 6% | 1.6% | 15% | 5.3 | 74 | 0.9% | 13% | 3% | 10% | -0.1% | NS5 inhibitors pilot replicate=3.3
O=C(c1cccc(F)c1)N1CCN(C(=O)c2cc3ncc(Br)cn3n2)CC1 | -2% | -0.7% | 17% | 0.3 | 57 | -0.6% | -4% | 3% | -1% | 0.0%
Clc1ccc(-c2nnc(C3CC3)o2)cc1 | 14% | 0.0% | 12% | 2.0 | 42 | 2.7% | -12% | 7% | 1% | 0.1%
CC(C)[C@H](NC(=O)c1ccccc1F)C(=O)NC1CCCCC1 | . | 0.7%[50 µM] | . | 0.2 | 54 | . | . | 7% | -9% | .
CCNC(=O)c1ccc(OCC(=O)Nc2ccc(F)cc2)c(OC)c1 | -5% | 0.1% | 15% | -1.2 | 58 | 5.9% | -3% | -1% | -4% | 0.2%
CNC(=O)c1csc(-c2ccccc2)n1 | 0% | 0.6% | 21% | -1.7 | 95 | -0.2% | -1% | 7% | -12% | 0.0% | NS5 inhibitors pilot replicate=-2.9
O=C(NC1CCCCC1)NC1CC2CCCC(C1)N2C1CCCC1 (stereo unspecified) | 6% | 3.9% | 12% | -1.2 | 81 | 0.8% | 1% | 2% | -4% | 0.1%
COC(=O)c1cn(C(=O)OC)c2ccccc12 | -2% | -2.1% | 5% | -3.5 | 70 | 0.5% | -6% | 10% | 5% | -0.3%
Cc1nn(C(=O)c2cccnc2)c(C)c1C | 2% | 0.7% | 27% | 2.7 | 75 | -1.2% | -3% | 4% | 3% | 0.5% | NS5 inhibitors pilot replicate=-5.4
Cc1nnc(NC(=O)Nc2cccc(Cl)c2)s1 | 6% | -0.2% | 2% | 2.5 | 50 | 3.0% | -2% | 11% | -12% | -0.7%
CN(C)CCOc1ccccc1C(C)(C)C | 4% | -1.5% | 10% | -0.8 | 75 | 1.5% | -2% | 2% | -1% | 0.5%
CCc1nnc(NC(=O)CN2CCN(CC)CC2)s1 | 8% | -0.8% | 6% | 1.5 | 60 | 1.8% | 2% | 16% | . | -0.3%
CN(C)CCCNC(=O)N1c2ccccc2Sc2ccccc21 | -3% | 0.1% | 11% | 1.6 | 61 | -0.2% | 7% | 13% | -3% | -0.3%
O=C(NNCC(O)COc1ccccc1)c1ccccc1 (stereo unspecified) | 4% | 0.5% | 20% | 0.6 | 99 | 1.4% | 8% | -2% | 0% | 0.2%
Cc1ccc(Cl)cc1NC(=O)CN1C(=O)COc2ccc(S(=O)(=O)N3CCOCC3)cc21 | 15% | -0.3% | 5% | -0.1 | 58 | 0.6% | -8% | -9% | 1% | -0.2%
Cc1ccc(C)n1NC(=O)c1ccccc1Cl | 1% | 0.1% | 9% | -1.1 | 42 | 1.1% | 2% | 10% | 16% | -0.1%
